Compound activity deposited in PubChem BioAssay by Sanford-Burnham Center for Chemical Genomics.
NadD block – inhibitors of Staphylococcus aureus NadD. purified NadD enzyme, colorimetric absorbance read-out. inhibition, % at 20 µM. 0.78% of 360,000 active; in the data active = inhibition above about 26%; also: some compounds past the cut are filed as inactive
Scp-1 inhibitor – blocks human Scp-1 phosphatase activity; Recombinant Scp1, phosphopeptide, malachite green phosphate absorbance; inhibition, % at 20 µM; 0.88% of 340,000 active; AID 493091;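 active = inhibition above about 50% at 20 µM, limit read from the data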;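 also: plate controls were DMSO wells with enzyme for no effect and wells lacking enzyme for full effect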
Target sequence (Q9GZU7 76-261 limits assumed): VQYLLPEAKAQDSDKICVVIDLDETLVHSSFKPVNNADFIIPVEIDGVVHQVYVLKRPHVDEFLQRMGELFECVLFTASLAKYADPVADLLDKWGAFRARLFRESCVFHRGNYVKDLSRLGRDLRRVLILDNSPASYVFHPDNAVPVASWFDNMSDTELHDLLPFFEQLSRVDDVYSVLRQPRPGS
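Assay system: SCP-1 catalytic fragment, aa 76-261 | Buffer or medium: Tris acetate buffer pH 5.5 with MgCl2 and Tween-20 | Compound: One concentration, 20 µM, with 1.0% DMSO | Also added: Phospho 17-mer peptide substrate | Signal: Absorbance at 630 nm | Incubation: 45 min enzyme reaction at room temperature | Measure: % inhibition of SCP-1 phosphate liberation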
LMPTP inh – blocks human LMPTP phosphatase | P24666 | recombinant LMPTP-A, OMFP fluorogenic substrate, fluorescence intensity | inhibition, % at 20 µM | 0.22% of 360,000 active | AID 651560;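 active = compounds that cut the enzyme signal by at least half of the control window in the single-dose screen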;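 also: plate controls were DMSO wells with enzyme plus substrate for no effect and substrate without enzyme for full effect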
Target sequence (P24666 whole entry, looked up): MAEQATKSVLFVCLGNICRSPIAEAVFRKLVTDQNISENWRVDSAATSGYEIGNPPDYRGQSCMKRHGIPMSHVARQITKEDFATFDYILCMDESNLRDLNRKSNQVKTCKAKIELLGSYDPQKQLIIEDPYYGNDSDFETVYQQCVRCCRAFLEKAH
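Buffer or medium: Bis-Tris pH 6.0, DTT, detergent; Assay system: LMPTP-A enzyme; Quantity: 0.625 nM enzyme; Detection: endpoint fluorescence intensity; Times: 50 min dark incubation at room temperature; Controls: substrate-only low control, DMSO enzyme-plus-substrate high control; Doses: single 20 µM dose; Read-out: percent inhibition versus substrate-only and uninhibited controls; Reagent: 400 µM OMFP.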
Rpn11 block – blocks the human proteasome subunit Rpn11 | 0.59% of 360,000 active | calls only at 20 µM | human 26S proteasome, Ub4-pepOG fluorescence polarization; 20S core pre-blocked with epoxomicin | AID 588493;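 active = inhibition at 20 µM, scaled to each plate's controls, above about 33%, limit read from the data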
Target sequence (O00487 whole entry, looked up): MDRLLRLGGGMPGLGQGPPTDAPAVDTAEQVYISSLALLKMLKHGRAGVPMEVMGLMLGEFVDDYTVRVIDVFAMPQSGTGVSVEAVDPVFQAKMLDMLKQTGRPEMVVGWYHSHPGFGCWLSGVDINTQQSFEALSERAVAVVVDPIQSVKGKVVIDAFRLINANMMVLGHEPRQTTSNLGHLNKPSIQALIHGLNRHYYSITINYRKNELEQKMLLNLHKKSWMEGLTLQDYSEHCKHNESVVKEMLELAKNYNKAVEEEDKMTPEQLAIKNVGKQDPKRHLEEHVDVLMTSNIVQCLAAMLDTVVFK
SKN-1 inh – C. elegans SKN-1 inhibition. C. elegans VP596 Pgst-4::GFP/RFP ratio, acrylamide-induced, 24 h. inhibition, % at 21.8 µM. 0.49% of 360,000 active;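 active = interference check ratio from 0.5 to 1.5 plus GFP to RFP signal ratio inhibition reaching or exceeding a fixed threshold, cut at about 30% in these data, passing the limit was not always enough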; also: some compounds called inactive have numbers as strong as hits
CendR NRP1 mod – modulators of CendR peptide binding to human neuropilin-1 | FAM-RPARPAR peptide binding to NRP-1, fluorescence polarization | inhibition, % at 25 µM | O14786 | AID 602438 | 0.85% of 360,000 active;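 active = inhibition or corrected inhibition above about 18%, plus a signal ratio from 0.5 to 1.5, limit read from the data, passing the limit was not always enough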; also: strong numbers were not always called active
MT1-MMP act inh – blocks activation of human MT1-MMP; 0.061% of 360,000 active; GFP/RFP ratio change, % at 20 µM; HT1080 RFP-PRO-GFP cells, GFP/RFP ratio fluorescence, overnight; percent of plate control window, DMSO zero;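 active = GFP/RFP ratio change of at least 30% with cell ATP level not reduced by more than half and red fluorescence within 50% of control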; also: strong numbers were not always called active
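Material: RFP-PRO-GFP reporter HT1080 cells. Dosing: single-point 20 µM compound, 1% DMSO. Controls: DMSO and RFP-L50D-GFP cell wells. Timing: cells overnight before dosing, compound overnight, 37 °C, 5% CO2. Measure: GFP/RFP fluorescence ratio.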
DNMT1 block – DNMT1 (human) enzyme inhibition. P26358. DNMT1 molecular beacon, Hinp1I cleavage, fluorescence. 0.83% of 360,000 active. AID 588458. inhibition (reported as % activation of signal), % at 10 µM; in the data active = inhibition above about 50%
STEP block – inhibitors of human striatal-enriched phosphatase STEP. recombinant STEP, OMFP fluorogenic substrate, fluorescence. AID 588621. inhibition, % at 20 µM. 0.25% of 360,000 active;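 active = inhibition at 20 µM, scaled per plate between control wells, above about 37%, limit read from the data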;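 also: 0% = DMSO with enzyme and substrate and 100% = substrate only without enzyme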
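Measure: Control-normalized % inhibition with plate pattern correction | Test system: STEP phosphatase, cell-free reaction | Medium: pH 6.0 Bis-Tris with DTT and Tween 20 | Technique: Fluorescence, 480/540 nm | Times: Reaction 20 min, ambient temperature | Doses: Single compound dose of 20 µM, 1% DMSO final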
SUMO1-SIM PPI – alters human SUMO1 binding to SIM partners | SUMO1 binding to a labelled peptide, TR-FRET, 1 h | 0.33% of 360,000 active | inhibition, % at 20 µM | AID 602429; in the data active = inhibition above about 37%
Target sequence (P63165 whole entry, looked up): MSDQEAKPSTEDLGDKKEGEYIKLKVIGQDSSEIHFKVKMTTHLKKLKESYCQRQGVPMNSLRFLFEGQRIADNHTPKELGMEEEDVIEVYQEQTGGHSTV
Starred values were filed as active, the others as inactive; i = inactive; x = no result given; + = active, no number; & = joins results of further samples; ! = not confirmed by another sample. No enrichment for hits; 3.9% or so of the library scored in one or more.

compound,NadD block,Scp-1 inhibitor,LMPTP inh,Rpn11 block,SKN-1 inh,CendR NRP1 mod,MT1-MMP act inh,DNMT1 block,STEP block,SUMO1-SIM PPI
CN(Cc1ccccc1)C(=O)CN(Cc1ccccc1)S(C)(=O)=O,1.0,0.2,-1.4,i,-11.7,-4.6,1.6,-0.4,-1.1,-4.8
CCOc1ccc(CC(=O)NNC(=S)Nc2ccccc2)cc1Br,-0.2,-9.3,-0.8,i,-19.5,9.3,1.2,1.9,1.0,3.2
COc1ccc(CN2C3CCCC2CC(NC(=O)Nc2cccc(C)c2)C3)cc1 (configuration not stated),-11.0,0.5,-1.6,i,14.5,0.3,1.9,-0.2,1.3,0.7
O=C(c1ccc(S(=O)(=O)c2ccc(Cl)cc2)cc1)N1CCOCC1,-1.6,-5.3,-1.5,i,-1.9,6.8,-0.6,2.1,-0.8,2.4
Cc1ccc(S(=O)(=O)c2c(CO)c(-c3ccccc3)nn2C)cc1,-9.5,-5.0,-0.2,i,-3.8,-0.6,1.8,-0.3,1.9,11.3
COc1cc(CN2C[C@@H](CO)O[C@@H](n3cnc4c(N5CCN(C)CC5)ncnc43)C2)cc(OC)c1OC,5.5,x,-4.3,i,-1.1,13.1,4.3,1.3,0.4,23.6
CC(=O)C1=CCC(c2ccc(C)cc2)N(S(=O)(=O)c2ccc(C)cc2)C1 (configuration not stated),-7.5,x,0.1,i,1.8,14.0,1.0,-8.9,0.6,1.0
C[C@H](N)C(=O)OCc1ccc([N+](=O)[O-])cc1,-8.2,-7.0,-0.5,i,8.3,13.6,0.5,1.2,-2.3,-10.4
O=C(O)COc1ccccc1C1C2C(=O)N(c3ccccc3)C(=O)C2ON1c1ccccc1 (configuration not stated),-0.6,-1.6,-0.3,i,1.2,-7.9,1.6,-6.6,-2.2,1.8
CC(C)C[C@H]1CNC(=S)N1C[C@H]1CCCN1C[C@H](Cc1ccc(O)cc1)N1C[C@H](CC(C)C)N(CC2CCCCCC2)C1=S,23.7,x,2.7,i,6.6,13.7,-13.4,-11.8,2.2,4.5
COc1ccccc1CNC(=O)COC(=O)CCC(=O)c1cccs1,-4.2,-5.2,-0.1,i,-14.4,6.9,5.5,1.9,-2.0,-2.2
CN(C(=O)c1ccc(NC(=O)C2CCCN(C(=O)OC(C)(C)C)C2)cc1)C1CCCCC1 (configuration not stated),-1.2,-5.8,-1.3,i,-0.5,6.7,-0.2,2.4,-2.1,7.6
O=C(Cn1cc(C(=O)c2cccs2)c2ccccc21)NC1CCCCC1,-3.2,-12.6,-0.7,i,-6.7,-2.7,-4.9,3.8,-2.7,0.5
O=C(NCc1ccc(Br)cc1)OC1CC2CC1[C@H]1CCCCN1C2=O (some centres not stated),-0.4,x,1.6,x,9.1,-2.7,6.8,x,x,0.9
Cc1cc(C)n(C(=O)CCCCCCCCC(=O)n2nc(C)cc2C)n1,12.4,-4.3,1.9,i,-1.5,8.0,0.5,-1.3,4.6,0.3
N#CC(=C=[N-])c1nc2ccccc2nc1-[n+]1ccccc1,3.9&-3.0,7.7&-6.0,-0.5&2.2,+!,12.3&13.0,-113.5&-95.0,7.8&8.5,0.4&1.5,1.4&1.7,-45.5&-24.4
COc1ccc(S(=O)(=O)N(C)CC(=O)Nc2ccc(F)cc2)cc1,2.9,-9.4,2.4,i,14.3,-9.1,-5.9,-3.1,-8.3,-3.3
CCOC(=O)C1=C(c2ccccc2)NC(=O)NC1c1ccc(O)c(Cl)c1 (configuration not stated),2.0,-4.5,-2.9,i,-11.1,-6.4,-9.5,3.8,-0.8,1.6
Cc1cc(/C=C2\SC(=S)N(C)C2=O)c(C)n1-c1cccc(O)c1,4.3,-14.9,4.6,x,7.6,-135.8,-116.5,-12.2,-3.4,-12.4
CN(C)CCNc1oc(-c2ccccc2F)nc1C#N,-1.9,-8.0,-3.5,i,-7.7,2.9,-3.6,0.5,-1.6,1.7
Cc1ccc(NC(=O)C(=O)c2ccc(C)cc2)cc1,-3.8,-7.2,0.1,i,37.1*,9.4,-1.3,0.2,1.1,-1.1
COc1ccccc1NC(=O)c1ccc2c(c1)N(CC(=O)NC(C)C)C(=O)C(C)(C)O2,-7.5,-5.5,-1.8,i,18.4,4.2,1.8,1.4,1.6,-0.2
CCOC(=O)c1[nH]c(C)c(C(=O)Nc2ccc(C)c(F)c2)c1C,-3.9,-2.0,1.0,i,14.8,-12.0,-2.8,-2.6,-2.2,-0.5
CC(C)Cn1c2ccccc2c2cc(C(=O)O)ccc21,0.2,-4.3,0.3,i,13.6,-3.6,0.4,-1.1,-0.4,6.2
Cc1ccc(Sc2c([N+](=O)[O-])c(=O)n(C)c3ccccc23)cc1,-9.8,-8.3,1.9,i,7.0,-4.0,-12.4,1.4,1.0,-1.1

Profiles, looked up by structure. Values in the order: NadD block | Scp-1 inhibitor | LMPTP inh | Rpn11 block | SKN-1 inh | CendR NRP1 mod | MT1-MMP act inh | DNMT1 block | STEP block | SUMO1-SIM PPI
`COc1ccc(CN2C3CCCC2CC(NC(=O)Nc2cccc(C)c2)C3)cc1` (configuration not stated) is listed with -11.0 | 0.5 | -1.6 | i | 14.5 | 0.3 | 1.9 | -0.2 | 1.3 | 0.7
`CN(C(=O)c1ccc(NC(=O)C2CCCN(C(=O)OC(C)(C)C)C2)cc1)C1CCCCC1` (configuration not stated) is listed with -1.2 | -5.8 | -1.3 | i | -0.5 | 6.7 | -0.2 | 2.4 | -2.1 | 7.6

More records
compound,NadD block,Scp-1 inhibitor,LMPTP inh,Rpn11 block,SKN-1 inh,CendR NRP1 mod,MT1-MMP act inh,DNMT1 block,STEP block,SUMO1-SIM PPI
CC1CCCN(C(c2cccs2)c2nnnn2Cc2ccccc2)C1 (configuration not stated),-3.8,-8.1,0.3,i,14.1,-4.8,-10.6,-9.4,-1.6,-2.5
CCCCN(C)C(=S)Nc1ccc2nc(N3CCN(CC)CC3)cc(C)c2c1,-4.7,4.5,1.9,i,6.1,14.8,-6.9,3.0,-0.7,-3.9
COC(=O)c1ccc(-c2csc(NC(=O)C3=COCCO3)n2)cc1,-6.4,-6.0,2.5,i,-8.8,-13.2,-6.7,-1.1,1.2,-8.1
O=C(N/C(=C/c1ccccc1)C(=O)N1CCCCC1)c1ccccc1,0.9,-2.4,-2.6,i,-0.3,8.2,-2.2,1.3,-6.0,3.2
CC(=O)Nc1cccc(CCc2nc3ccccc3[nH]2)c1,-2.6,-4.7,1.3,i,2.6,7.9,-2.3,3.0,2.4,-3.9
COc1ccc(C(=O)N/N=C/c2c[nH]c3ccccc23)cc1,3.5,-9.6,-1.2,i,-3.9,-4.4,0.9,0.1,5.9,0.3
O=C(CN1CCN(c2ccccn2)CC1)Nc1ccccc1F,-1.9,8.1,-1.3,i,9.9,5.5,-0.3,9.9,0.6,0.0
CCCn1c(CCC(=O)O)nc2cc(S(=O)(=O)N3CCCC3)ccc21,4.3,-9.0,-0.6,i,22.8,-1.8,14.5,-0.2,3.7,5.9
CN1CCNC(=O)C1CC(=O)O (configuration not stated),1.4,-4.7,-2.8,i,-1.1,-3.4,0.1,-7.3,0.7,0.7
CC(=O)n1nc(-c2ccncc2)nc1SCC(=O)Nc1cccc(Cl)c1,0.1,-7.1,-1.1,i,19.0,1.8,-1.5,2.5,-3.2,4.2
O=C(CN(Cc1ccc(Cl)cc1)C(=O)c1csnn1)NCc1ccc(F)cc1,-4.6,-7.2,-0.5,i,2.5,10.6,1.3,-0.6,9.4,0.1
CCOC(=O)[C@]12CCC=C1N(Cc1ccc(Cl)cc1Cl)C(=O)[C@H](CC(=O)NCc1cccc(C(F)(F)F)c1)C2,-1.6,x,5.1,x,8.3,11.9,-4.9,x,x,4.4
CCCC(=O)N1CCC1(C)C(=O)NS(=O)(=O)c1cccc(F)c1 (configuration not stated),3.4,x,-1.0,i,8.3,1.3,2.0,-0.6,2.1,1.6
COCCCN1C(=O)C(CC(=O)NCCN2CCOCC2)CC(C(=O)N2CCOCC2)=C1C (configuration not stated),9.0,x,-2.0,x,-16.0,8.2,5.6,x,x,3.1
CCN(C(=O)COC(=O)c1ccc(Br)o1)C1CCCCC1,1.1,6.7,1.6,i,16.2,11.4,-1.4,-1.3,1.9,-9.2
COc1ccc(OCC(O)Cn2c(N3CCCCC3)nc3c2c(=O)[nH]c(=O)n3C)cc1 (configuration not stated),0.0,-9.4,-1.1,i,1.6,6.2,-1.1,0.2,0.0,3.0
COc1cc(NC(=O)Nc2cccc(Cl)c2)c(C(=O)O)cc1OC,-4.8,-9.0,0.4,i,-3.4,-17.5,-2.3,-1.5,-2.2,9.5
CC(NC(=O)c1ccccc1[N+](=O)[O-])C1CC2CCC1C2 (configuration not stated),-1.4,-5.2,-3.0,i,0.2,-4.2,2.4,3.6,-1.9,-10.0
CC(C)CCNC(=O)CNC(=S)N(Cc1ccccc1)Cc1cccnc1,-3.8,-3.7,0.9,i,1.1,-4.7,-7.8,-3.2,3.3,0.2
N#C/C(=C(/O)c1ccco1)c1nc2ccccc2s1,-0.9&0.2,-5.0&2.6,1.2&-1.1,i,7.2&-27.5,-28.4&-12.0,-1.0&-1.1,-13.3&4.5,-2.0&-11.2,-3.3&-3.9
COc1ccc(N(CC(=O)N2CCN(c3ccccc3F)CC2)S(=O)(=O)c2c(C)noc2C)cc1,-4.1,-11.2,1.4,i,1.3,4.7,-0.7,-0.5,2.0,-3.0
